Screening results deposited in PubChem by several laboratories.
HIF act = HIF pathway transcriptional activators, primary screen, cell-based, U2OS HRE-luciferase, luminescence | U2OS HRE-luciferase reporter; normalized: DMSO 0%, desferrioxamine 100% | 0.32% of 300,000 active | AID 1910, 2009 | activation, % at 7.5 µM (by protocol);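 active means mean activation of at least 10% of the iron chelator positive control signal, with at least half of replicates also reaching 10%; inconclusive means mean and replicate majority disagree about reaching 10%; inactive means mean and most replicates under 10%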
TRPC6 act = mouse TRPC6 channel activators, primary screen, cell-based, HEK293, membrane potential dye | AID 2550, 2010 | B-score at 10 µM | Short transient receptor potential channel 6 (Mus musculus), Q61143 | HEK293-TRPC6 membrane potential dye fluorescence; active compounds read high | 0.13% of 310,000 active;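 active means B-score of the integrated fluorescence ratio above library mean plus 3 SD, and starting fluorescence ratio within library mean plus 5 SD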;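 further: higher score means more depolarization so channel activation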
TRPC4 PAM = positive allosteric modulators of TRPC4, primary screen, cell-based, mouse TRPC4beta, HEK293 mu-opioid, Fluo-4 calcium; Short transient receptor potential channel 4 (Mus musculus), Q9QUQ5; DAMGO EC20, Fluo-4 Ca2+ flux; active compounds read high; B-score at 10 µM; 0.42% of 310,000 active; AID 2227, 2009;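 active means B-score of calcium response area above 5 SD of library B-scores, with initial fluorescence ratio within 5 SD of library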;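 further: B-score of integrated fluorescence ratio over time as area under calcium response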
Target sequence (Q9QUQ5 whole entry, looked up): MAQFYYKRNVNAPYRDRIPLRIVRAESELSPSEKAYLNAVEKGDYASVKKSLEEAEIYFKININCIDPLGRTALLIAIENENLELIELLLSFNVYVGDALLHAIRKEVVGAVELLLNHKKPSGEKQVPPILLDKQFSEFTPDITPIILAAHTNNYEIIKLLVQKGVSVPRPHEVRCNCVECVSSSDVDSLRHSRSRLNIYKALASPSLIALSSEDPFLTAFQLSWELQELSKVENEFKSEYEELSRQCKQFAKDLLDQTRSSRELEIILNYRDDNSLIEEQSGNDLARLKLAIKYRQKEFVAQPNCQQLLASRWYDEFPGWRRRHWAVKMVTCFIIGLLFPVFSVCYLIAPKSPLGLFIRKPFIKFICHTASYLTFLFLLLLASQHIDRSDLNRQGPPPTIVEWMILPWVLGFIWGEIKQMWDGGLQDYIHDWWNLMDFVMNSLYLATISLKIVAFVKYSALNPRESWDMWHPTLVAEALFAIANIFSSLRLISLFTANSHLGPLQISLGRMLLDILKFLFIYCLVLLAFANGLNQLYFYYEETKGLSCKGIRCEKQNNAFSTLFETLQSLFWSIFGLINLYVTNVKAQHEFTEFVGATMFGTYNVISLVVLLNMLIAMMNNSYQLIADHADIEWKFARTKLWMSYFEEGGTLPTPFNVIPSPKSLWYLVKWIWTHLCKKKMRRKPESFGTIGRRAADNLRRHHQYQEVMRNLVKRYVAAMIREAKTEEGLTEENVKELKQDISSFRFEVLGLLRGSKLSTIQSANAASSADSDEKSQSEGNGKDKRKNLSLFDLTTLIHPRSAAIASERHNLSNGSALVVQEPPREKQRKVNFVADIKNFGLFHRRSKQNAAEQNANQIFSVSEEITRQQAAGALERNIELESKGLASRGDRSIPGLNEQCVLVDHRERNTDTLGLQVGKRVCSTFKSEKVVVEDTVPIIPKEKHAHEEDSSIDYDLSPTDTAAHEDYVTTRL
TRPC4 block = inhibitors of mouse TRPC4 channel, primary screen, Fluo4 calcium, HEK293 TRPC4beta/mu-opioid cells; Short transient receptor potential channel 4 (Mus musculus), Q9QUQ5; DAMGO-evoked Fluo4 calcium flux; active compounds read low; B-score at 10 µM; 0.39% of 300,000 active;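 active means B-score over 3 SD under the library average, no early fluorescence shift, positive overall ratio signal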
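Assay system: TRPC4beta/mu-opioid receptor HEK293 cell line; compound dosing: single concentration per test compound; detection: Fluo4 Ca2+ flux fluorescence; evaluation: per-well B score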
PolyA inh = polyadenylation inhibitors in yeast reporter cells, primary screen, luminescence, S. cerevisiae | 0.02% of 300,000 active | S. cerevisiae SKY197-pL101 polyadenylation reporter, beta-gal luminescence; efflux-impaired pdr1/pdr3 knockout yeast; score 100 = 6 SD above DMSO | AID 1875, 2009 | calls only at 12 µM;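 active means lowest replicate activity score at least 50, where 100 means six control SD above control mean; inconclusive means lowest score under 50 but half or more replicates reach 50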;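 further: yeast exposed to compound for 9 h at 30 °C; higher score means more reporter readthrough which indicates perturbed polyadenylation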
TRPC4 act = activators of mouse TRPC4 channel, primary screen, Fluo4 calcium, HEK293 TRPC4beta/mu-opioid cells | 0.49% of 310,000 active | Fluo4 calcium fluorescence; active compounds read high | AID 2237, 2010 | Short transient receptor potential channel 4 (Mus musculus), Q9QUQ5 | B-score at 10 µM;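 active means B-score above 5 SD of library B-scores, and initial fluorescence ratio not above library mean plus 5 SD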;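 further: positive B-score marks a calcium rise read as TRPC4 activation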
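System – HEK293 cells stably co-expressing mouse TRPC4beta and mu-opioid receptor · Signal – Fluo4 calcium-sensitive dye fluorescence, kinetic, 1 Hz baseline · Benchmarks – buffer (low) and maximal DAMGO (high) · Read-out – B score of integrated fluorescence ratio per well · Incubation – dye loading 45 min room temperature, 110 s kinetic read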
AI-2 QS mod = Vibrio harveyi AI-2 quorum sensing modulators, primary screen, JMH597 strain, luminescence/OD600 ratio; Vibrio harveyi JMH597 AI-2 luminescence/OD600 ratio, 9 h; active compounds read low; strain lacks LuxN and CqsS sensors; 0 = neutral-control median; activity change, % at 7.5 µM; 0.4% of 300,000 active; AID 2094, 2009; in the data active means activity change below about -75%, passing the limit was not always enough; inconclusive means no clear call, values can overlap the other calls;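 further: luminescence divided by OD600 gain over 9 h not by final OD600 alone; inactives centre near 13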
MrgX1 ag = agonists of human MrgX1 receptor, primary screen, HEK293 cells, Fluo-4 calcium flux. Mas-related G-protein coupled receptor member X1 (Homo sapiens), Q96LB2. AID 588627, 2011. B-score at 10 µM. 0.44% of 310,000 active. Fluo-4 calcium fluorescence, agonist mode; active compounds read high;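 active means calcium response B-score plate-corrected fluorescence ratio at least 3 library SD, with starting fluorescence B-score inside 5 SD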
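Test system: HEK293 cells stably expressing human MrgX1 receptor; Input: fifteen thousand cells per well; Dosing: compound delivered in addition one of three; Schedule: overnight seeding, then 1 h dark dye loading; Technique: Fluo-4 NW calcium fluorescence; Measure: B-scored fluorescence response ratio; Controls: positive and negative controls per plate.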
TRPC6 inh = mouse TRPC6 channel inhibitors, primary screen, cell-based, HEK293, membrane potential dye. Short transient receptor potential channel 6 (Mus musculus), Q61143. ACh-evoked depolarization; active compounds read low. B-score at 10 µM. 1.1% of 310,000 active. AID 2553, 2010;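 active means B-score under library mean minus 3 SD, initial fluorescence not abnormally high, positive integrated signal ratio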;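 further: B-score derived from integrated fluorescence ratio over the kinetic read; more negative B-score means stronger inhibition of depolarization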
MrgX1 allo act = positive allosteric modulators of MrgX1, primary screen, HEK293 cells, Fluo-4 calcium flux | 0.63% of 310,000 active | FDSS; active compounds read high | B-score at 10 µM;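 active means plate-corrected calcium response at least 3 library SD above typical, normal starting fluorescence, not activating the receptor alone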;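 further: compound read alongside a low EC10 to EC30 dose of BAM8-22 agonist; peak minus trough fluorescence over baseline measured at the second addition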
MrgX1 antagonist = antagonists of human MrgX1 receptor, primary screen, HEK293 cells, Fluo-4 calcium flux; BAM8-22 antagonism; active compounds read low; Mas-related G-protein coupled receptor member X1 (Homo sapiens), Q96LB2; B-score at 10 µM; 1.3% of 310,000 active;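 active means calcium-response B-score plate-corrected more than 3 library SD below zero, starting fluorescence within 5 deviations, no agonist response on first addition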;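 further: peak minus trough fluorescence over baseline after final BAM8-22 challenge near maximal dose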
Starred values were filed as active, the others as inactive; i = inactive; ? = inconclusive; . = no result given. Not all compounds are listed, so the mix of outcomes need not match the whole.

Value order: HIF act, TRPC6 act, TRPC4 PAM, TRPC4 block, PolyA inh, TRPC4 act, AI-2 QS mod, MrgX1 ag, TRPC6 inh, MrgX1 allo act, MrgX1 antagonist
- CCCOc1ccc(NC(=O)C2CCCNC2=O)cc1 (stereo not drawn)
    1.1, i, i, i, i, i, ?, i, i, i, i
- Cc1ccc(C(=O)OCCN2CCN(c3ncc(C(F)(F)F)cc3Cl)CC2)cc1
    0.9, i, 16*, i, i, i, -3.5, i, i, i, i
- COc1ccc(/C=C2/NC(=O)N(Cc3ccccc3F)C2=O)cc1OC
    0.5, i, i, i, i, i, 6.9, i, i, i, i
- Cn1c(=O)c2c(ncn2CC(=O)Nc2ccccc2Sc2ccccc2)n(C)c1=O
    -0.2, i, i, i, i, i, 12.6, i, i, i, i
- O=C(COc1ccccc1Cl)NNC(=O)c1cc(S(=O)(=O)N2CCOCC2)ccc1N1CCCC1
    0.1, i, i, i, i, i, 10.1, i, i, i, i
- COC(=O)C(Cc1cnc(Cl)s1)(C(=O)OC)c1ccc([N+](=O)[O-])cc1[N+](=O)[O-]
    -1.8, i, i, i, i, i, -4.3, i, i, i, i
- CCc1ccc(-c2nnn(CCC#N)n2)cc1
    1.2, i, i, i, i, i, 21.5, i, i, i, i
- COc1cc(C)nc(N2CCCC(C(=O)Nc3cc(Cl)ccc3OC)C2)n1 (stereo not drawn)
    -0.3, i, i, i, i, i, 3.9, i, i, i, i
- Cc1cc(O)c(Sc2ccc(Cl)cc2)c(=O)[nH]1
    -0.2, i, i, i, i, i, 37.4, i, i, i, i
- Cc1cc(C(=O)CCC(=O)N(C)CC(=O)Nc2c(Cl)cccc2Cl)c(C)s1
    -0.4, i, i, i, i, i, 1.8, i, i, i, i
- CCOC(=O)CSc1nc2cc(C(=O)N3CCC(C(N)=O)CC3)ccc2c(=O)n1C1CCCCC1
    0.0, i, i, i, i, i, ., i, i, i, i
- Cc1[nH]c2ccccc2c1C(=O)C(=O)N1CC=C(c2ccccc2)CC1
    0.3, i, i, i, i, i, 26.8, i, i, i, i
- COC(=O)C(C)Oc1ccc2c3c(c(=O)oc2c1)CCCCC3 (stereo not drawn)
    -0.3, i, i, i, i, i, 18.9, i, i, i, i
- Clc1ccc(OCCn2cnc3ccccc32)c(Cl)c1
    3.4, i, i, i, i, i, 7.3, i, i, i, i
- COc1ccc(N(C(=O)C2CCCCC2)C2C=CS(=O)(=O)C2)c(OC)c1 (stereo not drawn)
    0.0, i, i, i, i, i, 25.2, i, i, i, i
- NC(=O)c1cc2ccncc2c2ccccc12
    6.5, i, i, i, i, i, -6.4, i, i, i, i
- COc1ccc(C(=O)N2CCN(c3cccc(Cl)c3)CC2)c(OC)c1
    2.2, i, i, i, i, i, 28.0, i, i, i, i
- NS(=O)(=O)c1ccc(NC(=O)c2cc(Cl)sc2Cl)cc1
    0.7, i, i, i, i, i, 22.5, i, i, i, i
- NC(=S)N/N=C/c1cccc(/C=N/NC(N)=S)c1
    -0.2, i, i, i, i, i, 49.0, i, i, i, i
- Cc1cc(CN2CCC(N3CCC(C(=O)NC4CC4)CC3)CC2)cc(C)c1O
    -0.3, i, i, i, i, i, 33.5, i, i, i, i
- CCOc1ccc(Nc2n[nH]c(=S)s2)cc1
    1.3, i, i, i, i, i, 24.0, i, i, i, i
- O=[N+]([O-])/C(C(Cl)=C(Cl)Cl)=C(/NC1CC1)Sc1ccccc1
    0.2, i, i, i, ., i, 5.6, i, i, i, i
- Cc1cccc(OCC(=O)Nc2nnn(C)n2)c1C
    0.1, i, i, i, i, i, 3.0, i, i, i, i
- CCOC(=O)c1cn(Cc2cccc(C)c2)nn1
    -0.2, i, i, i, i, i, 13.8, i, i, i, -5.74*
- O=S(=O)(c1ccc(Oc2ncnc3scc(-c4ccccc4)c23)cc1)N1CCOCC1
    -0.2, i, i, i, i, i, 2.7, i, i, i, i
- Cc1cc(NC(=O)Cn2nnc(-c3ccccc3N)n2)no1
    -0.3, i, i, i, i, i, 3.1, i, i, i, i
- COc1ccc(CNC(=O)COC(=O)C2CCC(C(C)(C)C)CC2)cc1 (stereo not drawn)
    0.4, i, i, i, i, i, 24.9, i, i, i, i
- Cc1ccc(NC(=O)Cc2nnc(SCC(=O)NC3CCCC3)n2C)c(C)c1
    -1.4, i, i, i, i, i, 8.7, i, i, i, i
- O=C(CCN1CCC(c2cccs2)=N1)c1cccs1
    4.3, i, i, i, i, i, 15.3, i, i, i, i
- O=c1cc(C(F)(F)F)nc(SCc2cccc3ccccc23)[nH]1
    0.4, i, i, i, i, i, 9.4, i, i, i, -5.13*
- CCOc1ccc(C(=O)N/N=C/c2ccc(SC)cc2)cc1
    0.2, i, i, i, i, i, 4.9, i, i, i, i
- COc1ccc(CN2CCSCC2)cc1O
    0.1, i, i, i, ., i, 10.8, i, i, i, i
- C/C(CC(=O)Nc1cccnc1)=N\NC(=O)C(=O)Nc1cccc(C)c1
    0.5, i, i, i, i, i, 10.9, i, i, i, i
- Cc1ccnc(SCc2ccc([N+](=O)[O-])cc2)n1
    0.6, i, i, i, i, i, -6.7, i, i, i, i
- CCOc1ccc(/C=C2\SC(=S)N(CC(=O)NCCCN3CCOCC3)C2=O)cc1
    0.2, i, i, i, i, i, 17.6, i, i, i, i
- O=C(CNS(=O)(=O)c1ccccc1)NCc1ccco1
    0.2, i, i, i, i, i, 4.9, i, i, i, i
- O=C(NP(=O)(N1CCOCC1)N1CCOCC1)C1=C(N2CCOCC2)/C(=C\c2ccccc2)CC1
    0.2, i, i, i, i, i, 11.2, i, i, i, i
- COc1cccc(C(=O)/C=C2\Sc3ccccc3N2C)c1
    1.9, i, i, i, i, i, 8.3, i, i, i, i
- CCOc1ccc(NC(=O)C(C)NS(=O)(=O)c2ccc(NC(C)=O)cc2)cc1 (stereo not drawn)
    0.6, i, i, i, i, i, 19.7, i, i, i, i
- CCn1c(SCC(=O)Nc2ccc(C(C)=O)cc2)nc2c([nH]c3ccccc32)c1=O
    0.0, i, i, i, i, i, 7.0, i, i, i, i
- Cc1cccc(CSc2ccc(-c3cccs3)nn2)c1
    2.0, i, i, i, i, i, ?, i, i, i, i
- COC(=O)c1cn(C)c2ccc(S(=O)(=O)N3CCOCC3)cc2c1=O
    0.1, i, i, i, i, i, 11.2, i, i, i, i
- Cc1ccc2c(c1)cc1c(=O)n(CC(=O)NCCN3CCCC3)nc(C)n12
    0.0, i, i, i, i, i, 21.3, i, i, i, i
- Cc1c([N+](=O)[O-])c(C(=O)NC2CCCCC2)nn1C
    -0.2, i, i, i, i, i, 24.6, i, i, i, i
- Cc1ccc(S(=O)(=O)N2CCOCC2)cc1NC(=O)COC(=O)CNC(=O)c1ccc(C(C)(C)C)cc1
    -0.2, i, i, i, i, i, 3.5, i, i, i, i
- CCCC(=O)C1=C(N(C)c2ccccc2)CC(C)(C)C(C(=O)OC)C1=O (stereo not drawn)
    0.5, i, i, i, i, i, 4.0, i, i, i, i
- CC1=C(C(=O)OC(C)C)C(C)NC(=O)N1 (stereo not drawn)
    0.2, i, i, i, i, i, 6.1, i, i, i, i
- O=C(Nc1cccc2c1C(=O)NC2=O)c1cccnc1Cl
    -0.5, i, i, i, i, i, 22.0, i, i, i, i
- COc1ccc2nc3oc(C(=O)N4CCCCC4)cc3cc2c1
    2.4, i, i, i, i, i, -20.9, i, i, i, i
- CCOC(=O)CSc1nc2ccsc2c(=O)[nH]1
    -0.5, i, i, i, i, i, 23.1, i, i, i, i
- COc1ccc(CN(CC(=O)NC2CCCC2)C(=O)CCC(=O)Nc2nccs2)cc1
    0.9, i, i, i, i, i, ., i, i, i, i
- COC(=O)/C=c1/sc2n(c1=O)CCN=2
    -0.4, i, i, i, i, i, 28.7, i, i, i, i
- Cc1onc(-c2c(Cl)cccc2Cl)c1CO/N=C(\C#N)c1c(Cl)cccc1Cl
    0.0, i, i, i, i, i, 45.3, i, i, i, i
- Fc1ccc(Nc2nc(NCc3ccco3)c3ccccc3n2)cc1
    2.2, i, i, i, i, i, 17.4, i, i, i, i
- CC(=O)c1ccc(NC(=O)c2ccc(C)c(S(=O)(=O)N3CCOCC3)c2)cc1
    -0.3, i, i, i, i, i, 27.7, i, i, i, i
- COC(=O)N/N=C/C1=CCC2CC1C2(C)C (stereo not drawn)
    -1.2, i, i, i, i, i, 9.3, i, i, i, i
- CN(Cc1nc(-c2ccccc2)no1)C(=O)c1ccc2c(c1)OCO2
    0.0, i, i, i, i, i, 5.4, i, i, i, i
- Cc1cccc(N2CCN(C(=O)Cn3nc(C)n4cccc4c3=O)CC2C)c1 (stereo not drawn)
    -0.3, i, i, i, i, i, 4.6, i, i, i, i
- Cc1ccc(C(=O)Nc2ccncc2)cc1S(=O)(=O)N1CCOCC1
    0.6, i, i, i, i, i, 26.3, i, i, i, -4.64*
- Cc1cccc(N=N/C(=C\O)C(=O)c2cccs2)c1
    0.5, i, i, i, i, i, -4.2, i, i, i, i
